# Source: PubChem (several laboratories)
# NOD1 NF-kB reporter: NOD1 signaling inhibitors, primary screen, cell-based, luminescence, uHTS (AID 1578) | inhibition, % at 4 µM; hits with a dose series show EC50 in µM | 290,000 tested, 1% active | NOD1-driven NF-kB luciferase reporter cells, luminescence; higher % means a stronger effect; in the data active means inhibition mostly above about 36%, no sharp cut-off; inactive means mostly below about 34%;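 further: HEK-293T reporter cells stimulated with the NOD1 agonist gamma-tri-DAP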
# Autophagy mod: modulators of autophagy. 190,000 tested, 0.98% active. MEF GFP-LC3 puncta imaging; test concentration mostly 10 µM. calls only at 10 µM (by protocol);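 active means percentage of spot-positive cells more than 3 SD above its plate mean, without a fluorescence outlier flag or 80% toxicity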;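 further: spot-positive cell cutoff set from DMSO-treated cells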
# M17LAP inhibition: P. falciparum M17LAP inhibitors, primary screen, biochemical, fluorogenic H-Leu-NHMec substrate, 1536-well (AID 1619). recombinant M17LAP, H-Leu-NHMec fluorogenic kinetic assay; higher % means a stronger effect. inhibition, % at 30 µM; hits with a dose series show IC50 in µM. 220,000 tested, 0.38% active;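 active means compound inhibiting the enzyme by more than half at any dose during confirmatory dose-response retesting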;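 further: plate controls were full reaction with DMSO carrier for no effect and no enzyme background for full effect; strong numbers were not always called active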
# NOD2 inhibition: NOD2 signaling inhibitors, cell-based, luminescence, uHTS, HEK293 (AID 1566). one-dose inhibition, % at 4 µM; EC50 in µM for titrated hits. HEK293 NOD2/NF-kB luciferase reporter, luminescence; higher % means a stronger effect. 290,000 tested, 0.63% active; in the data active means inhibition above about 50%; further: many of its hits are not listed in these tables
# Insulin prom up: MIN6 insulin promoter up-regulation; z-score at 5 µM; MIN6 insulin promoter-GFP reporter, high-content imaging; stronger effect = higher value; 190,000 tested, 0.3% active;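 active means z-score above 3 at 5 µM with at least 500 cells counted in the well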
# MT stabilize HCS: microtubule stabilizers in HeLa cells | HeLa tubulin immunostaining HCS, 24 h; share of cells brighter than vehicle mean+2SD | % tubulin-high responders, % at 10 µM | 200,000 tested, 0.83% active | AID 2205;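 active means plate Z-score above 3 for both tubulin-high and condensed-nucleus cell shares, with cell loss under 80%, at 10 µM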;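 further: anti alpha tubulin signal scored within the nucleus-defined area of each cell; some results filed as inactive read as strong as hits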
# Dynein transport: blocks dynein driven cargo transport along microtubules. z-score, hits read low. 3617.4 mouse cells, GR-EGFP nuclear translocation imaging; test concentration mostly 20 µM; stimulated with dexamethasone, 1 µM; stronger effect = lower value. 220,000 tested, 0.47% active;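 active means plate z-score of nuclear minus cytoplasmic receptor signal below a set negative limit, without overly bright fluorescence or cell loss, cut at about -3.5 in these data, passing the limit was not always enough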;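 further: z-score of nuclear minus cytoplasmic ring GR-EGFP intensity difference per well; some compounds called inactive have numbers as strong as hits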
#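 medium = tetracycline-free induction medium containing charcoal-stripped FBS | also added = 1.0 µM final dexamethasone stimulus | schedule = 48 h induction, 1 h compound, 30 min dex at 37 °C | technique = fixed, Hoechst-stained cells imaged at 10x for EGFP | measure = GR-EGFP nuclear translocation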
# b-catenin transl: alters nuclear translocation of beta-catenin in HeLa cells; immunofluorescence imaging; nuclear translocation activity, % at 5 µM; 190,000 tested, 0.3% active; AID 1665;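 active means nuclear translocation activity above 50% at 5 µM, with a well cell count of 50 or more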;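 further: per-cell ratio of nuclear to cytoplasmic median beta-catenin stain intensity; plate controls were DMSO negative control for no effect and GSK-3 inhibitor IX positive control for full effect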
#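 Test system: human HeLa cell line; Doses: 5 µM primary, 0.02–20 µM confirmation; Incubation: 24 h compound exposure, 37°C; Detection: beta-catenin immunofluorescence imaging with DAPI; Read-out: beta-catenin nuclear/cytoplasmic ratio, % activation.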
# Yfh1-off respiration: mitochondrial function rescue without frataxin homolog – Friedreich's ataxia, plus single-dose screen, dose response (AID 1465). S. cerevisiae Yfh1-off respiration, WST-1 reduction, 72 h; higher fold induction means a stronger effect. fold induction at 50 µM; hits with a dose series show EC50 in µM. 220,000 tested, 0.074% active;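 active means fold induction of absorbance versus untreated yeast above a set limit, then at least 30% activation at any dose in follow-up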;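 further: activators that raise dye reduction in frataxin-depleted yeast; strong numbers were not always called active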
# Dynein transport cytoplasmic EGFP: recorded beside Dynein transport, whose call it bears; z-score; measured here: cytoplasmic GR-EGFP intensity; stronger effect = higher value
# Dynein transport nuclear GR-EGFP: second read-out of Dynein transport, no call of its own (marks repeat the call); z-score; measured here: nuclear GR-EGFP intensity;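 lower value marks the stronger effect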
# Dynein transport cell count: second read-out of Dynein transport, no call of its own (marks repeat the call); z-score; measured here: cell count per field
# Insulin prom up cell count: recorded beside Insulin prom up, whose call it bears; cell count; measured here: cytotoxicity, nuclei count;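 total cells summed across four imaged fields per well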
# b-catenin transl cell count 5 µM: also measured in b-catenin transl; calls as there; cell count; measured here: cell count, cytotoxicity flag
# MT stabilize HCS Hoechst-high %: recorded beside MT stabilize HCS, whose call it bears; % Hoechst-high responders; measured here: nuclear condensation Hoechst responders;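 share of cells brighter than vehicle mean plus two SD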
# MT stabilize HCS cytotoxicity %: also measured in MT stabilize HCS; calls as there; toxicity, %; measured here: cytotoxicity by cell density;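 0% = mean cell density of plate MIN control wells and 100% = no cells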
# Autophagy mod cell loss 18 h: recorded beside Autophagy mod, whose call it bears; toxicity, %; measured here: cell loss, nuclei count;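 cell loss after 18 h compound exposure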
# * hit, by the source's call; i = inactive; . = no result given; + = active, no number.
SMILES,NOD1 NF-kB reporter,Autophagy mod,Autophagy mod cell loss 18 h,M17LAP inhibition,NOD2 inhibition,Insulin prom up,Insulin prom up cell count,MT stabilize HCS,MT stabilize HCS Hoechst-high %,MT stabilize HCS cytotoxicity %,Dynein transport,Dynein transport cytoplasmic EGFP,Dynein transport nuclear GR-EGFP,Dynein transport cell count,b-catenin transl,b-catenin transl cell count 5 µM,Yfh1-off respiration
Cc1ccc(N(C)C(=O)n2cnc3ccccc32)cc1,24%,i,1,8%,-4%,.,.,2.4,1.8,4.7,-0.33,-0.33,-0.19,0.45,-0.6,1430,i
CC1=CCC(C(=O)O)C(C(=O)Nc2nc3ccc(S(C)(=O)=O)cc3s2)C1 (stereo not given),-16%,i,1,32%,2%,0.02,1212,3.3,3.0,5.4,-0.11,-0.26,-0.19,0.98,-0.5,929,i
O=C(CSc1nc2ccsc2c(=O)n1NC(=O)c1ccccc1)Nc1nccs1,-39%,i,1,2%,-13%,.,.,2.7,1.7,3.3,1.1,-0.2,1.6,-1,0.9,1060,i
CC1=C(C(=O)OCC2CCCO2)C(c2ccsc2)C2=C(CCCC2=O)N1 (stereo not given),-18%,i,-32,-10%,-4%,-0.1,1199,3.1,3.0,2.0,0.26,-0.24,0.24,-0.36,0.6,1098,i
CSc1nc(N)nc(SCC(=O)c2ccccc2)c1C#N,-26%,+,15*,0%,-27%,-0.83,1417,2.3,0.8,3.7,3.2,-0.083,1.8,-1.9,-0.5,1439,i
CCCn1c(SCC(=O)Nc2nc(-c3ccc(OC)cc3)cs2)nc2c1c(=O)n(C)c(=O)n2C,-26%,i,6,8%,13%,0.51,1426,3.3,2.4,6.0,-0.21,0.31,-0.35,0.43,2.9,1030,i
Cc1ccc(S(=O)(=O)Cn2nnnc2C(c2ccccc2)N2CCN(c3ccccc3)CC2)cc1 (stereo not given),-15%,i,-7,-16%,6%,.,.,3.7,2.6,7.2,-1,0.92,-0.54,0.57,0.1,530,i
CCC(C)NC(=O)CSc1c2c(nc3ccccc13)CCCC2 (stereo not given),-8%,i,12,3%,4%,-0.48,1250,3.5,3.1,4.1,0.39,-0.052,0.24,-0.8,0.2,1077,i
CCC/S(CC1CC1(Cl)Cl)=N\S(=O)(=O)c1ccc(C)cc1 (stereo not given),2%,i,-2,15%,6%,.,.,2.2,1.1,5.5,-0.7,-0.089,-0.22,0.69,-0.2,1110,i
COc1cc(NC(=O)Nc2ccc3c(c2)OCO3)cc(OC)c1OC,-14%,i,0,-3%,13%,-0.3,1122,3.8,1.9,8.2,-0.042,-0.38,-0.58,-0.13,2.4,1041,i
C=CCn1c(SC2CCOC2=O)nc2sc(CC)cc2c1=O (stereo not given),-36%,i,1,4%,-16%,-0.08,1552,4.5,1.5,0.9,1.1,-0.27,0.82,-0.59,0.0,1397,i
Cc1cc2c(c(=O)n1Cc1ccccn1)C(c1ccc3c(c1)OCO3)C(C#N)=C(N)O2 (stereo not given),-24%,i,-7,5%,-10%,-0.76,1326,3.6,2.9,10,3.3,-0.028,2.2,-1.6,4.2,1052,i
CCc1cc2c(=O)c(-c3nc4ccccc4n3C)c(C)oc2c(CN2CCN(CCO)CC2)c1O,8%,i,-18,-14%,12%,.,.,2.2,2.7,10,-0.17,-0.22,-0.099,0.2,.,.,i
O=C(NC(=S)N1CCc2ccccc21)C1CCC1,-14%,i,-30,0%,-12%,0.26,1579,5.7,1.2,12,1.2,-0.25,0.63,-0.54,2.2,752,i
COc1ccc(NC(=O)C2CCN(C(=O)c3ccccc3)CC2)cc1OC,-27%,i,-16,3%,-13%,0,1434,1.3,1.8,13,-0.33,-0.22,0.0051,0.61,-1.5,1470,i
CCCn1cnc2c(c1=O)c1nc3ccccc3nc1n2CCC1=CCCCC1,-22%,i,1,-7%,4%,-0.39,1170,2.6,1.0,6.4,0.4,0.83,0.2,0.61,-2.0,1037,i
Cc1ccccc1-n1c(=O)c2ccccc2n(CC(=O)NCc2ccco2)c1=O,-12%,i,3,1%,4%,.,.,2.1,2.5,5.9,-0.42,-0.25,-0.36,0.75,-1.8,1067,i
Cc1ccc(O)c(NC(=O)C2CC(c3ccc(F)cc3)=NO2)c1 (stereo not given),-16%,i,8,2%,6%,0.07,1245,4.3,2.0,9.4,0.18,0.2,0.68,0.058,-4.2,539,i
COc1cc([N+](=O)[O-])cc(/C=N/NC(=O)C(C)Nc2ccccc2C)c1O (stereo not given),-14%,i,8,51%,5%,.,.,2.4,2.5,2.0,-0.23,-0.28,-0.31,0.19,-1.3,941,i
CCn1ccnc1[C@@H]1C[C@H]2CN(Cc3ccccc3OC)C(=O)[C@]23CCCN13,-30%,i,17,-2%,-6%,1.7,1548,3.4,2.8,0.0,-0.18,-0.29,-0.19,0.39,0.8,971,i
CC(C)(C)NC(=S)Nc1cccc(C(F)(F)F)c1,-1%,i,-1,7%,20%,-0.29,1106,2.8,1.5,12,0.039,-0.27,0.28,-0.55,-2.4,1020,i
Cc1ccc(C)c(Cn2c(C(=O)OC(C)C)cc3c2ccn3C)c1,-8%,i,0,-4%,15%,-0.6,1582,2.9,0.9,0.6,-1.3,-0.19,-1.2,0.3,-0.2,1313,i
COc1ccc(OCCCC(=O)NCCc2ccccc2)cc1,-16%,i,-1,-2%,17%,.,.,3.2,2.8,6.9,0.097,-0.17,0.14,-0.24,0.6,989,i
O=C(N/N=C/c1cccnc1)c1ccc(Cn2cc([N+](=O)[O-])cn2)o1,-20%,i,1,-1%,8%,0.56,1547,8.0,1.8,6.4,0.72,-0.34,0.82,0.44,3.0,1012,i
CN(C)c1ccc(NC(=O)CCCc2ccccc2)cc1,-30%,i,-1,3%,-119%,-0.14,1325,11,5.4,97,-0.65,-0.12,-0.26,-0.011,.,.,i

# Continued.
SMILES,NOD1 NF-kB reporter,Autophagy mod,Autophagy mod cell loss 18 h,M17LAP inhibition,NOD2 inhibition,Insulin prom up,Insulin prom up cell count,MT stabilize HCS,MT stabilize HCS Hoechst-high %,MT stabilize HCS cytotoxicity %,Dynein transport,Dynein transport cytoplasmic EGFP,Dynein transport nuclear GR-EGFP,Dynein transport cell count,b-catenin transl,b-catenin transl cell count 5 µM,Yfh1-off respiration
COCCCNc1nc2ccccc2nc1NS(=O)(=O)c1cccs1,-8%,i,-5,17%,11%,-0.03,1480,6.6,2.6,6.5,-0.27,-0.2,0.36,0.13,-0.9,916,i
C#CCSc1nncn1C(=O)/C=C/c1ccccc1,22%,i,17,0%,21%,0.24,1521,1.9,2.2,6.4,-1.5,-0.17,-0.11,1.2,-0.1,1399,i
CC(C)CCN(CCC(C)C)C(CO)(CO)CO,-28%,i,-23,-2%,18%,.,.,2.3,2.2,6.2,-0.22,-0.26,-0.0026,0.63,1.2,964,i
Cc1ccccc1NC(=O)Cc1nc(CSc2nnc(-c3ccc4c(c3)OCO4)o2)cs1,-12%,i,40,16%,-66%,.,.,1.3,0.7,7.4,-0.66,-0.28,-0.19,0.91,-0.1,1118,i
Cc1oc(-c2ccccc2)nc1CSc1nc2c(c(=O)[nH]1)CCC2,-26%,i,33,-7%,31%,1.2,1301,4.7,2.9,1.0,-0.031,-0.19,0.9,-0.65,0.4,505,.
CCN(CC)S(=O)(=O)c1cc(NC(=O)CSc2nc3c(cc2C#N)C(=O)CC(C)(C)C3)ccc1C,0%,i,16,12%,14%,-0.22,1245,6.1,29,22,-0.19,-0.29,-0.47,0.044,-1.5,1087,i
O=C(CCCN1C(=O)/C(=C\c2cccs2)SC1=S)Nc1cccnc1,11%,i,0,18%,8%,0.23,1414,2.7,1.7,3.0,-0.11,-0.25,0.026,0.7,-1.7,983,i
Cc1ccc(CNC(=O)c2ccc3nc4[nH]c5ccccc5c4nc3c2)cc1,-50%,i,-4,2%,1%,-0.18,1384,2.0,2.3,8.9,-0.16,-0.17,-0.039,-0.064,-0.1,1106,i
COc1ccc(N2CCN(C(=O)c3ccc(Cn4c(=S)[nH]c5ccc(N6CCOCC6)cc5c4=O)cc3)CC2)cc1,-31%,i,18,-7%,-25%,.,.,2.1,2.2,4.7,-0.74,-0.21,-0.28,1.2,3.3,1100,i
COc1ccc(/C=N/NC(=O)COc2ccc(Cl)cc2Cl)cc1Cn1nc(C)cc1C,-18%,i,10,2%,-11%,.,.,2.8,1.1,1.6,0.52,-0.11,0.55,-0.39,-2.1,1099,i
O=C(CC(c1ccccc1)c1ccccc1)Nc1ccncc1,6%,.,.,-2%,28%,-0.78,977,.,.,.,-0.2,-0.25,0.67,-0.29,-1.0,1356,i
O=C1NC(=O)c2cc(NC(=O)C3CCCCC3)ccc21,-19%,i,-4,-2%,-2%,0.18,1201,2.4,1.8,6.7,-0.27,-0.25,-0.1,0.24,0.2,1039,i

# Gathered by group, the compounds so far with fluorine.
SMILES,NOD1 NF-kB reporter,Autophagy mod,Autophagy mod cell loss 18 h,M17LAP inhibition,NOD2 inhibition,Insulin prom up,Insulin prom up cell count,MT stabilize HCS,MT stabilize HCS Hoechst-high %,MT stabilize HCS cytotoxicity %,Dynein transport,Dynein transport cytoplasmic EGFP,Dynein transport nuclear GR-EGFP,Dynein transport cell count,b-catenin transl,b-catenin transl cell count 5 µM,Yfh1-off respiration
Cc1ccc(O)c(NC(=O)C2CC(c3ccc(F)cc3)=NO2)c1 (stereo not given),-16%,i,8,2%,6%,0.07,1245,4.3,2.0,9.4,0.18,0.2,0.68,0.058,-4.2,539,i
CC(C)(C)NC(=S)Nc1cccc(C(F)(F)F)c1,-1%,i,-1,7%,20%,-0.29,1106,2.8,1.5,12,0.039,-0.27,0.28,-0.55,-2.4,1020,i

# A portion of the library; the hit share may differ from the screen's.
